Screens from PubChem BioAssay.
ERAP1 inh – inhibitors of human ERAP1 aminopeptidase; inhibition, % at 10.7 µM; actives 0.15% (n = 340,000); recombinant ERAP1, Leu-AMC fluorescence, 60 min;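 active means mean replicate inhibition of at least 30%, or all replicates individually reaching that 30% level; inactive means mean below 30% and not every replicate reaching it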;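 further: 0% = neutral control wells and 100% = L-leucinethiol positive control wells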
F508del corr – correctors of CFTR F508del function in bronchial epithelial cells; CFBE cells, YFP halide quenching; stimulated with forskolin plus potentiator P3; % fluorescence drop versus neutral controls; activity (quench increase), % at 7.58 µM; AID 720511; actives 0.36% (n = 350,000);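 active means mean added fluorescence quench of at least 8% versus neutral control, with both replicates also reaching 8%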;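 further: cells transiently co-express mutant CFTR-F508del with the halide-sensitive YFP; corrector assay measuring rescue of mutant channel to the surface after 24 h compound exposure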
ERp5 block – inhibitors of human ERp5; inhibition, % at 9.99 µM; Q15084; ERp5 insulin aggregation, absorbance 650 nm, 90 min; actives 0.05% (n = 350,000);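 active means mean replicate inhibition above about 25%, with every replicate also reaching it, limit read from the data, passing the limit was not always enough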
DENV2 CPE rescue – protects cells from dengue virus 2 cytopathic effect | actives 1.7% (n = 350,000) | DENV2-infected cells, cytopathic effect rescue, plate reader | CPE inhibition, % at 9.99 µM; in the data active means CPE inhibition above about 20%, passing the limit was not always enough; tested in BHK-21 cells;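 further: 0% = median of neutral control wells and 100% = median of positive control wells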
SIRT5 inh – blocks human SIRT5 desuccinylation of peptide; Q9NXA8; Purified SirT5, succinyl-peptide AMC, trypsin-coupled fluorescence; inhibition, % at 15 µM; actives 1.1% (n = 330,000); AID 652115; in the data active means inhibition above about 15%
Target sequence (Q9NXA8 whole entry, looked up): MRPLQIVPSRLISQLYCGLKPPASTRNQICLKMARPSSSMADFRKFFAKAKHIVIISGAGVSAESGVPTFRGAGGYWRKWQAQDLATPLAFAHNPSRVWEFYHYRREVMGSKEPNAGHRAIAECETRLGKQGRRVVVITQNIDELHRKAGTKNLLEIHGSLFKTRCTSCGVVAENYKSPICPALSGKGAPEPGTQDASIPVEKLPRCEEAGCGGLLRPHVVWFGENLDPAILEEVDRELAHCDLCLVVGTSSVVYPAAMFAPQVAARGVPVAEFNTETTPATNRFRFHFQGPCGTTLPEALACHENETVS
Casp6 inh – caspase-6 (human) enzyme inhibition; P55212; purified caspase-6, Z-VEID-R110 cleavage fluorescence; inhibition, % at 12.5 µM; actives 0.53% (n = 350,000);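 active means mean inhibition across replicates at least about 35%, with every replicate also reaching that limit, limit read from the data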;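 further: 0% = median of neutral control wells and 100% = no fluorescence left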
Target sequence (P55212 24-179 limits assumed): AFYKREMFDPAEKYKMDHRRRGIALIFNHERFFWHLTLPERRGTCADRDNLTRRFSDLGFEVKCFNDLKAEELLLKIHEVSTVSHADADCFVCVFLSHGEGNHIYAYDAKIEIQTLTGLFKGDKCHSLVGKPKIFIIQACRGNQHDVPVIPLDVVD
Target sequence (P55212 194-293 limits assumed): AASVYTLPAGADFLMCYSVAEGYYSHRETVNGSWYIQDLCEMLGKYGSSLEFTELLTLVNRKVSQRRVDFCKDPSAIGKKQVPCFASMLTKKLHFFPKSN
miR122 inh – inhibitors of miR-122 in Huh7 cells; Huh7 miR-122 Renilla luciferase sensor, 48 h; neutral wells = 0, positive control = 100; activation (reporter increase), % at 12.5 µM; actives 0.3% (n = 340,000); AID 602342;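 active means mean replicate activation score at least 90 and every replicate individually at or above 90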;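 further: higher luciferase means less miR-122 activity so hits act as miR-122 inhibitors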
* = called active by the depositor; / = no result given; [ ] = another dose, or the depositor's remark.

1) CN(C)CCCNC(=O)C[C@H]1CC[C@@H]2[C@@H](COc3ccc(NS(C)(=O)=O)cc3C(=O)N2C)O1
2) O=C(c1ccc(S(=O)(=O)c2cccc(Cl)c2)c([N+](=O)[O-])c1)N1CCN(c2ccccn2)CC1
3) CS(=O)(=O)Nc1ccc(-c2ccc3nccn3c2)cc1
4) COCC(=O)Nc1ccc2c(c1)C(=O)N(C)[C@@H]1CC[C@@H](CC(=O)NCCc3ccccc3)O[C@@H]1CO2
5) O=C(CP(=O)(c1ccccc1)c1ccccc1)N/N=C/c1cc(Br)cc(Br)c1O
6) CN(C)c1ccc(N/C(=N\S(=O)(=O)c2cccs2)c2ccccc2)cc1
7) CN(C)CCNc1ncnc2c1ncn2[C@H]1CN(C)C[C@@H](CO)O1
8) O=C(CSc1nnc(-c2ccncc2)n1-c1ccccc1)Nc1ccc(C(=O)O)cc1
Compound,1,2,3,4,5,6,7,8
ERAP1 inh,0,4,0,-1,3,10,-1,7
F508del corr,3.4,-4.3,1.3,-1.3,-1.4,-2.6,-2.2,-1.6
ERp5 block,0,4,2,-3,0,1,2,22
DENV2 CPE rescue,1,-2,2,7,2,12,-1,0
SIRT5 inh,10,-2,2,4,/,1,/,-1
Casp6 inh,-2,-4,-1,-2,0,1,-24,0
miR122 inh,0[16.7 µM],/,14,-1[16.7 µM],/,21,-3,0

9) COc1ccc(NC(=O)Nc2ccc3c(c2)C(=O)N([C@H](C)CO)C[C@H](C)[C@@H](CN(C)CC2CC2)OCCCC[C@@H](C)O3)cc1
10) CCN(CC)C(=O)c1cn(-c2cccc(OC)c2)c(=O)c2ccccc12
11) Cc1noc(C)c1NC(=O)N(C)C[C@@H]1Oc2ccc(NS(=O)(=O)c3cn(C)cn3)cc2CC(=O)N([C@H](C)CO)C[C@H]1C
12) CCN1CCN(Cc2ccc(NC(=O)c3cc(NC(=O)c4nccnc4N)cc(OC)c3)cc2C(F)(F)F)CC1
13) CCOC(=O)c1c(NC(=O)COC(=O)c2cccnc2OCC)sc(C(=O)N(CC)CC)c1C
14) CCCCCCCCN1C(=O)[C@@H](CC(=O)N2CCCCC2)C[C@@]2(C(=O)OC)C1=C[C@H](C1CCCC1)O[C@@H]2C
15) Cc1ccc(S(=O)(=O)N(C)C[C@H]2OCCCC[C@H](C)Oc3ccc(NS(=O)(=O)c4ccccc4)cc3C(=O)N([C@@H](C)CO)C[C@H]2C)cc1
16) CC1(C)SC(=S)N(/N=C/c2cccnc2)C1N(O)C(=O)Nc1ccccc1 (configuration not stated)
Compound,9,10,11,12,13,14,15,16
ERAP1 inh,2,-3,5,-2,-3,-2,5,5
F508del corr,0.7,1.7,-0.6,0.5,-2.4,-2.9,3.1,0.4
ERp5 block,-2,3,2,2,3,3,1,0
DENV2 CPE rescue,8,-4,-12,-9,-2,10,0,5
SIRT5 inh,1,0,-1,/,-9,/,23*,-1
Casp6 inh,-7,2,-9,-12,1,7,0,0
miR122 inh,7[16.7 µM],/,37[16.7 µM],/,-1,/,-5[16.7 µM],/

SIRT5 inh, what is marked active above.
15) Cc1ccc(S(=O)(=O)N(C)C[C@H]2OCCCC[C@H](C)Oc3ccc(NS(=O)(=O)c4ccccc4)cc3C(=O)N([C@@H](C)CO)C[C@H]2C)cc1
Compound,15
ERAP1 inh,5
F508del corr,3.1
ERp5 block,1
DENV2 CPE rescue,0
SIRT5 inh,23*
Casp6 inh,0
miR122 inh,-5[16.7 µM]

Of the compounds above, two have a thiophene ring, fused or not.
6) CN(C)c1ccc(N/C(=N\S(=O)(=O)c2cccs2)c2ccccc2)cc1
13) CCOC(=O)c1c(NC(=O)COC(=O)c2cccnc2OCC)sc(C(=O)N(CC)CC)c1C
Compound,6,13
ERAP1 inh,10,-3
F508del corr,-2.6,-2.4
ERp5 block,1,3
DENV2 CPE rescue,12,-2
SIRT5 inh,1,-9
Casp6 inh,1,1
miR122 inh,21,-1

A second format for part of the listing above:
nr	compound	ERAP1 inh	F508del corr	ERp5 block	DENV2 CPE rescue	SIRT5 inh	Casp6 inh	miR122 inh
3	CS(=O)(=O)Nc1ccc(-c2ccc3nccn3c2)cc1	0	1.3	2	2	2	-1	14
5	O=C(CP(=O)(c1ccccc1)c1ccccc1)N/N=C/c1cc(Br)cc(Br)c1O	3	-1.4	0	2	/	0	/
15	Cc1ccc(S(=O)(=O)N(C)C[C@H]2OCCCC[C@H](C)Oc3ccc(NS(=O)(=O)c4ccccc4)cc3C(=O)N([C@@H](C)CO)C[C@H]2C)cc1	5	3.1	1	0	23*	0	-5[16.7 µM]
13	CCOC(=O)c1c(NC(=O)COC(=O)c2cccnc2OCC)sc(C(=O)N(CC)CC)c1C	-3	-2.4	3	-2	-9	1	-1

(more compounds)
17) COc1ccc(C(CNC(=O)c2ccc(-c3ccccc3)cc2)N(C)C)cc1OC (configuration not stated)
18) C[C@H]1CN([C@@H](C)CO)C(=O)c2cccc(NC(=O)NC3CCCCC3)c2O[C@H]1CN(C)C(=O)Nc1ccc(C(F)(F)F)cc1
19) CC(C)CN(CCNC(=O)c1cn(C)c2ccc(S(=O)(=O)N3CCCC3)cc2c1=O)CC(C)C
20) CCCN(CCC)C(=O)Cc1ccc(F)cc1
21) C[C@@H]1CCCCO[C@@H](CN(C)S(=O)(=O)c2ccc(F)cc2)[C@H](C)CN([C@H](C)CO)C(=O)c2cc(NC(=O)Nc3ccc(F)cc3)ccc2O1
22) O=C(Nc1cc(F)ccc1F)N1C[C@@H]2[C@H](c3ccccc31)[C@@H](CO)N2Cc1cccnc1
23) CCOc1ccc(CCNC(=O)C2CCN(S(=O)(=O)N3CCCCC3)CC2)cc1OCC
24) CCOc1ccc(C(=O)N/N=C/c2cc([N+](=O)[O-])cs2)cc1
Compound,17,18,19,20,21,22,23,24
ERAP1 inh,1,1,1,-1,/,5,-1,1
F508del corr,1.6,0.8,1.6,1.0,1.4,1.3,2.2,-0.7
ERp5 block,-4,-1,0,2,/,2,-2,2
DENV2 CPE rescue,1,4,0,/,-5,-2,-9,-2
SIRT5 inh,-3,-2,-4,/,/,0,-1,1
Casp6 inh,-3,3,-2,-3,/,-1,-1,3
miR122 inh,-9,-1[16.7 µM],-8,/,-9[16.7 µM],0[16.7 µM],/,/

25) C[C@@H]1CN([C@@H](C)CO)C(=O)c2cccc(NC(=O)C3CCOCC3)c2O[C@H]1CN(C)S(=O)(=O)c1ccccc1
26) CC(C)n1nccc1N(Cc1ccc(Cl)cc1)S(=O)(=O)c1ccccc1
27) O=C(c1cc(S(=O)(=O)N2CCOCC2)ccc1Cl)N1CCCCC1CO (configuration not stated)
28) CCN(CC)S(=O)(=O)c1ccc2oc(SCC(=O)Nc3cc(C)on3)nc2c1
29) Cc1ccc(-c2nc3ccc([N+](=O)[O-])cc3[nH]2)cc1
30) C[C@@H]1CN([C@@H](C)CO)S(=O)(=O)c2ccc(-c3cccnc3)cc2O[C@@H]1CN(C)C
31) CC(=O)N/C(=C\c1ccccc1)C(=O)OC(C)C(=O)Nc1ccccc1F (configuration not stated)
32) CNc1ncnc(Sc2nc(N)nc3nc[nH]c23)c1[N+](=O)[O-]
Compound,25,26,27,28,29,30,31,32
ERAP1 inh,-2,0,1,-3,6,-2,-2,0
F508del corr,2.2,-3.6,1.2,-0.7,0.9,1.9,2.8,-12
ERp5 block,-4,0,2,-1,-40,1,1,3
DENV2 CPE rescue,1,-3,-4,12,-3,-6,-3,-4
SIRT5 inh,-2,-4,-6,-6,-3,0,-4,5
Casp6 inh,0,-6,-1,-4,2,-1,-1,/
miR122 inh,-4[16.7 µM],-8,-1,/,/,4[16.7 µM],-3,1
